BoNT-A LC inh2: inhibitors of Botulinum neurotoxin A light chain protease; multiplex microsphere protease substrate cleavage, flow cytometry; inhibition, % at 10 µM; 0.17% of 360,000 active; AID 588499; in the data active means inhibition above about 30%; inconclusive means no clear call, values can overlap the other calls; further: plate controls were buffer without enzyme for full effect and enzyme alone for no effect
FadD28 binding: M. tuberculosis FadD28 bisubstrate binding inhibition | FadD28 bisubstrate probe binding, fluorescence polarization | inhibition, % at 12.5 µM | 0.22% of 360,000 active | AID 588549; in the data active means inhibition above about 8.5%, passing the limit was not always enough; inconclusive means no clear call, values can overlap the other calls
BoNT F protease: BoNT F light chain protease inhibition; AID 588497; 0.22% of 360,000 active; inhibition, % at 10 µM; Multiplex microsphere protease cleavage assay, flow cytometry; in the data active means inhibition above about 35%, passing the limit was not always enough; inconclusive means no clear call, values can overlap the other calls; further: plate controls were buffer without enzyme for full effect and enzyme alone for no effect
PrPC TRFRET: reduces human prion protein on the cell surface. P04156. cell surface PrPC, TR-FRET read-out. inhibition, % at 13.8 µM. 0.43% of 370,000 active; in the data active means inhibition above about 24%; further: 0% = median of the test wells and 100% = reference compound wells
Mtb FBA inh: Mtb fructose-bisphosphate aldolase inhibition | purified M. tuberculosis FBA, fluorescence read-out | inhibition, % at 1 µM | 2.3% of 360,000 active; in the data active means inhibition above about 27%;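 further: 0% = vehicle and 100% = reference inhibitor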
Target sequence (P9WQA3 whole entry, looked up): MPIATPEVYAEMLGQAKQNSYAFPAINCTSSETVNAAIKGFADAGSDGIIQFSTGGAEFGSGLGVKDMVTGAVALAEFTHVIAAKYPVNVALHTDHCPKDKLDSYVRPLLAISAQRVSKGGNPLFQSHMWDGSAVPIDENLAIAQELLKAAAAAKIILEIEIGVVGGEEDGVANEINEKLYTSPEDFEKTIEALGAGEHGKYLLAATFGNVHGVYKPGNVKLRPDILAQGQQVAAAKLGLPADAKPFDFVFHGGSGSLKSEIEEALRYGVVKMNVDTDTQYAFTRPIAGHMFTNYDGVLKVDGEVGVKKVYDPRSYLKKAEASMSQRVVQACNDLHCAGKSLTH
CCHFV vOTU inh: CCHFV vOTU protease inhibition; Pep-AMC fluorescence; inhibition, % at 11.5 µM; 0.55% of 370,000 active; AID 651958; further: 0% = vehicle wells with enzyme and 100% = no enzyme wells
Mtb UGM inh: Mtb UDP-galactopyranose mutase inhibition. purified UGM, fluorescence polarization probe displacement. inhibition, % at 10 µM. P9WIQ1. 0.06% of 320,000 active. AID 504406; in the data active means inhibition above about 10%, passing the limit was not always enough; inconclusive means no clear call, values can overlap the other calls
Target sequence (P9WIQ1 whole entry, looked up): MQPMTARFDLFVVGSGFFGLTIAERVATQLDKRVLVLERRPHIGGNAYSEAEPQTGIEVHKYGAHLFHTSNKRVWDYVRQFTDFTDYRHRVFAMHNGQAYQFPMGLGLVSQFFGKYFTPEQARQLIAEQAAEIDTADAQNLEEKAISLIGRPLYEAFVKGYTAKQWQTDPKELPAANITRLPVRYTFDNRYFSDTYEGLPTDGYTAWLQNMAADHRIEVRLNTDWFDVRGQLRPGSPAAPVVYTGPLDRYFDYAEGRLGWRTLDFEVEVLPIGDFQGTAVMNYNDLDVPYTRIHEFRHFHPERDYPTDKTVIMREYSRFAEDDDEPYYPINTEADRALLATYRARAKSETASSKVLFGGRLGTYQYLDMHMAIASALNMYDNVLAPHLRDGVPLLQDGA
BioA inh: blocks M. tuberculosis BioA enzyme activity. purified M. tuberculosis BioA enzyme, plate reader. inhibition, % at 9.99 µM. 0.096% of 360,000 active; in the data active means inhibition above about 40%; inconclusive means no clear call, values can overlap the other calls
GDH-TPI inh: inhibits GDH-TPI coupling enzymes, artifact for Mtb FBA screen. GDH-TPI coupled enzyme counterscreen, NADH absorbance. inhibition, % at 4.8 µM. 1.2% of 360,000 active;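 further: 0% = DMSO wells and 100% = wells lacking the enzyme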
The depositor's hits bear a star; ? = inconclusive; / = no result given; & = joins results of further samples. Unless noted, no stated cut-off is given here; in the data, active means inhibition above about 30%; inactive means the rest.

Molecule	BoNT-A LC inh2	FadD28 binding	BoNT F protease	PrPC TRFRET	Mtb FBA inh	CCHFV vOTU inh	Mtb UGM inh	BioA inh	GDH-TPI inh
CCOC(=O)NC1c2ccccc2Oc2ccccc21	-1.4	-1.0	-4	-2	1	3	0.3	-0.9	9
O=C(NC1CCS(=O)(=O)C1)c1cccc(S(=O)(=O)N2CCCCC2)c1 (configuration not stated)	0.3	-3.8	3	2	3	-7	-1.5	2.3	3
N#C/C(=C\C=C\c1ccccc1)c1nc(-c2ccc(Cl)cc2)cs1	28	-1.1	17	-6	1	10	2.4	-1.7	3
CSCCC(c1nnnn1-c1c(C)cccc1C)N1CCC(n2c(=O)[nH]c3ccccc32)CC1 (configuration not stated)	0.6	-1.5	5	0	0	-4	/	-0.6	/
COc1ccc(S(=O)(=O)N2CCN(c3ccccc3OC)CC2)cc1	0.3	0.2	12	-3	-1	6	0.7	-1.6	1
COc1ccccc1Nc1nc(C)cs1	1.7&0.8	-1.7&-1.7	14&7	-4&0	2&-3	17&-5	-1.6&1.9	-2.0&0.0	-4&12
Cc1cn(CC(=O)NCCCc2ccccc2)c(=O)[nH]c1=O	-0.4	0.6	4	-3	-2	7	/	-2.1	-1
CCn1c(SCC(=O)Nc2nc(C)cs2)nnc1-c1ccncc1	-1.8	-1.4	-1	10	0	0	1.0	0.1	-6
CCN(CC(=O)Nc1c(F)cccc1F)C(=O)CCNS(=O)(=O)c1ccc(C)c(C)c1	1.2	1.3	-6	-1	6	3	-0.3	0.4	-1
CN1OC[C@@H]2CN[C@H](c3cccc(-c4ccc(C#N)cc4)c3)C[C@@H]21	0.0	-1.5	-10	-7	3	-2	/	0.9	-14

Profiles from above. Order of values: BoNT-A LC inh2 | FadD28 binding | BoNT F protease | PrPC TRFRET | Mtb FBA inh | CCHFV vOTU inh | Mtb UGM inh | BioA inh | GDH-TPI inh
CCn1c(SCC(=O)Nc2nc(C)cs2)nnc1-c1ccncc1 is listed with -1.8 | -1.4 | -1 | 10 | 0 | 0 | 1.0 | 0.1 | -6
CSCCC(c1nnnn1-c1c(C)cccc1C)N1CCC(n2c(=O)[nH]c3ccccc32)CC1 (configuration not stated) is listed with 0.6 | -1.5 | 5 | 0 | 0 | -4 | / | -0.6 | /
N#C/C(=C\C=C\c1ccccc1)c1nc(-c2ccc(Cl)cc2)cs1 is listed with 28 | -1.1 | 17 | -6 | 1 | 10 | 2.4 | -1.7 | 3

Next results follow.
Molecule	BoNT-A LC inh2	FadD28 binding	BoNT F protease	PrPC TRFRET	Mtb FBA inh	CCHFV vOTU inh	Mtb UGM inh	BioA inh	GDH-TPI inh
Cc1cc(OC(=O)N2CCCCC2)cc(C)c1Cl	-0.7	-2.3	0	-10	0	-1	4.1	-1.8	-4
CC(=O)c1nn(-c2cccc(Br)c2)cc1C(=O)c1ccccc1	/	0.0	/	1	2	-4	0.6	-0.5	8
CC(NC(=O)C1CCN(c2nnc(N3CCCC3=O)s2)CC1)c1ccccc1 (configuration not stated)	-0.9	-1.0	5	6	-2	7	-0.4	-2.1	7
COc1ccc(-c2nc(-c3ccccn3)no2)cc1	0.0	-1.5	-3	-9	-2	3	0.2	/	2
O=C(Nc1ccccc1C(=O)Nc1ccc(Br)cn1)c1ccccc1Cl	-1.4	-1.6	-3	-7	0	-9	0.2	0.3	5
COc1cc(C(C)=O)ccc1OCC(=O)NCc1ccccc1CN1CCCC1	0.0	-3.0	-4	-12	-2	-3	/	0.9	-3
CC(C)CCNCC(O)CON=C1c2ccccc2-c2ccccc21 (configuration not stated)	-0.5	-2.7	-16	2	1	2	-0.5	/	-1
CCOc1ccc(OCCC(=O)N(CC)CC(=O)Nc2c(F)cccc2F)cc1	-0.1	-4.3	-2	-8	0	21	-0.1	6.5	-13
COc1ccc(-n2c(Cc3cc(=O)[nH]c(=O)[nH]3)nnc2SCC(=O)N2CCC(C)CC2)cc1	0.1	-4.8	-2	-3	-1	2	-0.1	-0.4	-9
NC(=O)c1cccn1-c1ncc(C(F)(F)F)cc1Cl	0.0	0.8	-4	0	3	0	2.6	-0.2	-4
C=CCSc1ccccc1C(=O)Nc1ncn[nH]1	/	1.2	/	-7	3	11	-2.8	-0.2	8
O=C(Nc1ccc([N+](=O)[O-])cc1)c1cc(Cl)sc1Cl	1.9	0.2	2	-21	-1	15	-3.5	-3.3	20
CC(C)(C)C(=O)O/N=C(\N)c1ccc(Oc2cc(Cl)cc(Cl)c2)c([N+](=O)[O-])c1	0.2	-0.1	0	-6	0	1	0.9	/	12
CCOC(=O)C1CCCN(C(=O)c2ccc3ccccc3c2)CC1 (configuration not stated)	-0.5	-1.0	0	-6	0	3	/	2.3	12
O=[N+]([O-])c1cc([N+](=O)[O-])c(Oc2cc(F)ccc2F)cc1NN1CCCCC1	-0.6	0.5	-6	-3	3	3	2.3	-0.2	-4
CC1=C(C(=O)N(C(C)C)C(C)C)CC(CC(=O)NCCCCc2ccccc2)C(=O)N1CCC1=CCCCC1 (configuration not stated)	0.0	-5.9	-9	6	-1	25	/	2.9	/
CCCN(CC(=O)Nc1ccccc1OC)C(=O)CCC(=O)c1ccc(OCC)cc1	-2.3	/	-4	-2	-1	2	1.3	1.0	-3
CCOC(=O)c1sc(NC(=O)c2ccccc2F)c(C(N)=O)c1C	-0.8	-2.1	2	1	2	1	1.4	1.6	15
CSc1ncnc2c1ncn2CCCNCC(c1ccccc1)c1ccccc1	-0.5	-1.9	-12	4	-2	0	/	3.0	0
O=C(CNC(=O)N1CC(=O)Nc2ccccc21)Nc1ccc(F)c(Cl)c1	1.0	-4.7	-3	0	-3	12	0.3	-1.3	-4
Cc1ccc2nc(-c3ccc(-c4cccc(Cl)c4)cc3)c(NCc3ccccc3)n2c1	0.1	-1.3	-5	4	29*	10	1.8	-0.2	36*
COc1cc(/C(C)=N/NC(=O)CSc2nncn2C)ccc1OCc1ccccc1Cl	-0.8	-0.2	-8	-7	0	2	-0.5	/	5
CCC[C@@H](CN1CCC[C@H]1CN1C(N)=NC[C@H]1CC(C)C)N1C[C@@H](Cc2ccccc2)N(CCc2ccc(Cl)c(Cl)c2)C1=N	-0.7	-4.1	-30	0	5	6	-0.9	1.5	5
C=CCn1c(C)cc(C)c(C#N)c1=O	0.1	-0.9	1	4	0	5	-2.7	2.6	10
O=C1c2ccccc2C(=O)N1CCCc1nc2ccccc2c(=O)n1CCCn1ccnc1	-8.6	-0.9	-12	-7	-3	-6	0.6	1.9	21
O=C(CCNC(=O)c1ccc(Br)cc1)NCC1COc2ccccc2O1 (configuration not stated)	7.6	-3.1	7	-5	2	10	0.2	-2.1	4
COc1ccc(C(=O)Nc2ccc3c(c2)C(=O)c2ccccc2C3=O)cc1OC	1.5	-0.8	0	-7	2	-15	-0.9	/	6
COc1ccccc1Oc1ccc(N2CC(C(=O)OCC(=O)c3ccccc3)CC2=O)cc1 (configuration not stated)	-0.2	-3.3	-1	-1	-2	3	-1.9	-3.0	-2
CCCOC(=O)Cc1n[nH]c(=O)[nH]c1=O	1.0	-2.8	5	0	0	1	1.6	7.9	-3
O=C(C1=NN[C@@H]2C(=O)N(c3cccc(C(F)(F)F)c3)C(=O)[C@H]12)C(c1ccccc1)c1ccccc1	-0.4	-3.2	-3	0	0	14	-0.9	-1.3	10
CCCCS(=O)(=O)N1CCCC(C(=O)NCCc2ccccc2)C1 (configuration not stated)	1.5	0.7	?	3	0	3	0.6	2.3	10
CC(=O)NC12CC3CC(C1)CC(C(=O)N(C)Cc1cccc(Cl)c1Cl)(C3)C2	-1.0	-4.0	-5	2	0	17	0.6	7.5	0
C=Cc1ccc(Cn2c(C)c(C(=O)NCc3cccc(C)c3)sc2=O)cc1	-0.8	-7.4	-19	4	2	2	/	0.4	11
CC(C)C(C(=O)NCC1CCCO1)N(Cc1ccccc1)C(=O)CNS(=O)(=O)c1ccccc1 (configuration not stated)	3.0	0.8	-12	4	-1	-9	-0.9	-5.6	9
CN(C)Cc1nc2ccccc2c(=O)n1CC#N	-0.8	-0.1	-4	3	-1	-10	0.9	/	2
Nc1nnnn1/N=C/c1cc(Cl)cc(Cl)c1OCc1ccc(Cl)cc1Cl	0.3	-2.3	1	1	2	8	-1.4	/	-2
CN(C)c1ccc(/C=C/c2cc[n+](C)c3ccccc23)cc1	?	-4.0&-2.4	?	-124&-129	-13&-12	11&14	/	/	11&14
Cc1cn([C@H]2C[C@H](O)[C@@H](CCC(=O)NC(c3ccccc3)c3ccccc3)O2)c(=O)[nH]c1=O	0.0	-3.6	0	-2	-3	-2	/	0.0	-2
O=C(NCCCCNC(=O)c1ccc(Br)s1)c1ccc(Br)s1	?	-3.1	-1	-4	4	4	0.6	-0.7	0
CCNC(=S)NNC(=O)c1csc2ccccc12	-1.3	-1.5	-7	-2	-2	-11	3.6	-1.7	-1
CSc1ncnc2ncn(C)c12	-0.5	-3.3	3	-7	-2	6	/	/	0
O=c1oc2c3c4c(cc2s1)CCCN4CCC3	-2.5	0.4	-32	-8	-1	5	0.0	0.7	10
CCOc1ccc(C(=O)Nc2ccc(S(=O)(=O)NCC3CCCO3)cc2)cc1OCC (configuration not stated)	0.8	-0.9	-12	-5	-1	35*	-1.0	-1.9	2
CCN1CCCC1CN(Cc1cc2ccc(C)cc2[nH]c1=O)C(=S)Nc1ccccc1OC (configuration not stated)	3.0	-2.2	-1	-16	-2	7	-3.2	-3.1	10
CC(C)c1ccc(/C=N/NC(=O)CC(=O)NC2CCCCC2)cc1	-0.6	-3.4	-4	5	-1	-9	0.6	/	-1
COc1cc(CCNc2ccc3nnc(-c4ccccc4)n3n2)cc(OC)c1OC	-0.7	-6.8	-6	-6	3	27	1.9	0.4	-2
COc1ccc(-c2sc3ccc(OC)cc3c2-c2ccc(OC)nc2)cc1	0.3	-0.6	8	-1	5	5	0.3	-2.1	21
Cn1nc(CC(=O)N2CCN(c3ccccc3)CC2)c2ccccc2c1=O	-0.9	-0.3	-2	6	3	16	-0.5	4.8	-9
CCCCN1C2=NCCCN2c2cc(C)c(C)cc21	1.0	-1.7	-3	8	-3	-5	-0.5	-0.2	-2
c1ccc(Cn2ccc(-c3cnc(-c4ccccc4)s3)n2)cc1	0.8	-2.5	0	-10	182*	-38	-2.1	/	18
Cc1ccc(/C=c2/sc3nnc(-c4ccccc4Cl)n3c2=O)o1	0.0	-1.5	-2	-4	-2	3	-0.9	0.2	24
COc1ccc(OC)c(CNC(=O)CCCc2cn(C)c3ccccc23)c1	-0.9	0.8	-2	0	6	6	2.7	0.8	1
O=C(Oc1cccnc1)c1cc(S(=O)(=O)N2CCCCC2)ccc1Cl	4.7	-1.3	7	-2	3	-4	-4.0	/	-8
